Assay outcomes from PubChem.
Giardia kill = Giardia lamblia killing; Giardia lamblia trophozoite viability; activity change, % at 7.66 µM, hits read low; 340,000 compounds, 0.15% hits; in the data active means activity change below about -80%; inconclusive means between about -30% and that limit;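 further: parasites exposed to compound for two days anaerobically before the ATP read; on the % scale 0 is the no-effect control and ±100 the full control effect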
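ATP-content bioluminescence gauges trophozoite survival. Cells (100/well) receive compound and incubate anaerobically for 48 hrs at 37 deg C; detection reagent follows for 15-30 min at room temperature.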
Gal4-VP16 FLuc = inhibits Gal4-VP16 luciferase reporter, ROR gamma counter-screen | Potency, µM (top dose mostly 53.6 µM), inactives show top-dose activity, negative = inhibition, actives largely listed as inhibitors | 310,000 compounds, 3.5% hits | Drosophila S2 Gal4-VP16 UAS-luciferase, luminescence, 20 h | AID 2546;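 further: Gal4-VP16 expression switched on by copper sulfate through the metallothionein promoter; potency means the concentration at half of the fitted maximal effect; on the % scale 0 is the no-effect control and ±100 the full control effect; nearly all actives have a fitted effect of over 50% in size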
NPC1 promoter act = activators of NPC1 promoter. Huh7 NPC1 promoter luciferase reporter, 24 h. Potency, µM (doses to about 9.22 µM), for the others: at the top dose activation, hits mostly activators. AID 485313. 320,000 compounds, 2.4% hits;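 further: potency means the concentration at half of the fitted maximal effect; % of control where 0% means no effect; nearly all actives have a fitted effect of over 60% in size; reporter is driven by a mutant NPC1 promoter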
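Quantitative HTS used a cell-based reporter: Huh7 cells stably bearing the NPC1 promoter upstream of luciferase were treated with compounds for 24 h, and promoter activation was read as luminescence.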
BRCA1 expr act = activators of BRCA1 expression. Potency, µM (titrated, usually from 46.1 µM), for inactives: at the top dose activation, actives largely listed as activators. MCF7-BRCA1-FFLuc reporter, luminescence, 48 h; response scale: scaled: vehicle 0%, 10 µM genistein 100%. 380,000 compounds, 1.1% hits. AID 624202; further: potency means the concentration at half of the fitted maximal effect; nearly all actives have a fitted effect of over 80% in size; some results filed as inactive show a strong effect at the top dose
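Activators of BRCA1 expression were detected as increased firefly luciferase luminescence in engineered MCF7 cells after 48 h compound incubation. Signals were scaled to genistein 10 microM as full activation.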
RORg inh = blocks mouse ROR gamma transcriptional activity. P51450. Drosophila S2 Gal4-RORgamma UAS-luciferase reporter, 20 h. Potency, µM (series often up to 53.6 µM), without a hit: at the highest dose activity change, negative = inhibition, hits mostly inhibitors. 310,000 compounds, 5.4% hits; further: potency means the concentration at half of the fitted maximal effect; on the % scale 0 is the no-effect control and ±100 the full control effect; nearly all actives have a fitted effect of over 60% in size
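Compounds are pin-transferred onto Drosophila Schneider cells expressing a copper-inducible Gal4–ROR gamma transactivation domain fusion. After 1 hr, copper sulfate is added to 700 uM final; luciferase is read 20 hr later.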
ELG1 genotox = genotoxicity induction in ELG1-luciferase HEK293T cells; Potency, µM (highest dose often 46 µM), without a hit: at the highest dose activity change, positive = activation, usual class: activators; AID 504466; 330,000 compounds, 1.3% hits; HEK293T ELG1-luciferase reporter, luminescence, 16 h; further: potency means the concentration at half of the fitted maximal effect; % of control where 0% means no effect; nearly all actives have a fitted effect of over 60% in size
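DMSO vehicle served as control against compound-treated ELG1-luciferase HEK293T cells; exposure lasted 16 hr at 37 °C and 5% CO2, followed by ONE-Glo luminescence detection after 30 min.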
Menin-MLL TR inh = displaces Texas Red mutant MLL peptide from human menin. O00255. Menin + Texas Red MLL mutant peptide, fluorescence polarization. Potency, µM (top dose mostly 61.6 µM), without a hit: at the top dose FP activity change, negative = inhibition, hits mostly inhibitors. 270,000 compounds, 0.23% hits; active means well fitted inhibition curve with a large enough effect in the polarisation, with a control signal flat, not every such curve was filed as active; inconclusive means small, poorly fitted or top-dose-only effect, or effect the other way, or a change in a side signal; inactive means no such curve, though single readings can be large or run the other way; the % refers to the polarisation; further: potency means the concentration at half of the fitted maximal effect; % of control where 0% means no effect; many of its hits are not listed in these tables
Target sequence (O00255 whole entry, looked up): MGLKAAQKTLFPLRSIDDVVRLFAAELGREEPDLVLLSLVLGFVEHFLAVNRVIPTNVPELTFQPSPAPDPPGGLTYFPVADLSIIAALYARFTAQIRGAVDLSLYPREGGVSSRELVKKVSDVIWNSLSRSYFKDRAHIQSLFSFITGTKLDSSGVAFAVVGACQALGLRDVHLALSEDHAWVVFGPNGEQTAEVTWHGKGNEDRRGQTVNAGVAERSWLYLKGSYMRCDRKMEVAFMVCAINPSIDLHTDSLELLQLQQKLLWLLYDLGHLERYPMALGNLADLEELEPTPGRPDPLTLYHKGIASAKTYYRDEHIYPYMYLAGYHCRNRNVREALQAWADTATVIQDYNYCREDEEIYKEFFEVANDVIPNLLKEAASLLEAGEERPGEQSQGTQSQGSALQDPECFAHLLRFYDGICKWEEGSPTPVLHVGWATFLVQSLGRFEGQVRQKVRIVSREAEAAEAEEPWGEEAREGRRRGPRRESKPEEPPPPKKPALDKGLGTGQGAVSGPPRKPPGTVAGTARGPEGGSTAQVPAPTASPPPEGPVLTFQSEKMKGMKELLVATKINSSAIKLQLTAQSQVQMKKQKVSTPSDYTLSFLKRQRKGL
Rab9 prom act = Rab9 promoter activation. Huh7 Rab9 promoter-luciferase reporter, luminescence, 24 h. Potency, µM (highest dose often 9.22 µM), without a hit: at the highest dose activation, negative = inhibition, usual class: activators. 320,000 compounds, 2.8% hits; further: potency means the concentration at half of the fitted maximal effect; % of control where 0% means no effect; nearly all actives have a fitted effect of over 60% in size
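Promoter activation is measured as luciferase luminescence in Huh7 cells stably transfected with a Rab9 promoter–luciferase construct, following 24 h compound exposure at 37 °C and 10 min reagent incubation at ambient temperature.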
p53 reactivator = restores transcriptional activity of mutant p53; 320,000 compounds, 0.063% hits; AID 504706; Potency, µM (highest dose often 92.2 µM), for the others: at the top dose activity change, positive = activation, most hits filed as activators; H1299 p53-A138V BP100-luciferase reporter, luminescence, 24 h; further: potency means the concentration at half of the fitted maximal effect; % of control where 0% means no effect; nearly all actives have a fitted effect of over 45% in size
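p53-null H1299 cells stably carrying temperature-sensitive p53-A138V and a BP100-luciferase reporter were pinned with compounds (4-point, 1:5 series) and held 24 hrs at 37 deg C. Luminescence was read 10 min after detection reagent.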
FLuc counter = inhibits or activates purified firefly luciferase, miR-21 counter-screen; purified FLuc, Km substrates, luminescence inhibition; Potency, µM (top dose mostly 57.5 µM), inactives show at the highest dose activity change, negative = inhibition, hits mostly inhibitors; 360,000 compounds, 6.9% hits;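 further: potency means the concentration at half of the fitted maximal effect; plate controls were vehicle for no effect and reference inhibitor for full effect; nearly all actives have a fitted effect of over 55% in size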
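Purified P. pyralis luciferase (10nM final) with 10uM D-luciferin and 10uM ATP (Km levels) in 50mM Tris acetate pH 7.5, 10mM Mg acetate, 0.01% Tween-20, 0.05% BSA; qHTS 6-point titration, ~60 µM downward; luminescence read.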
PKM2 activator = activators of human pyruvate kinase M2; P14618; purified PKM2, Kinase-Glo ATP luminescence, activation; response scale: 0% is enzyme alone, no compound; Potency, µM (doses to about 57.5 µM), for the others: at the top dose activation, actives largely listed as activators; 260,000 compounds, 0.34% hits; further: potency means the concentration at half of the fitted maximal effect; on the % scale 0 is the no-effect control and ±100 the full control effect; nearly all actives have a fitted effect of over 55% in size
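ATP formation by purified human PK-M2, quantified via coupled luciferase luminescence after 1 h at room temperature with 0.1 mM ADP and 0.5 mM PEP final.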
* = called active by the depositor; ? = inconclusive; . = no result given; & = joins results of further samples; [ ] = dose if it differs, or a comment. Unless noted, the call rests on the fitted dose curve; in most records, active means well fitted curve in the direction sought with a large enough effect; inconclusive means small, poorly fitted or top-dose-only effect, or another doubt; inactive means no such curve, though single readings can be large; an effect the other way counts as inactive or inconclusive. Some of the compounds tested; the hit share may differ from the screen's.

SMILES	Giardia kill	Gal4-VP16 FLuc	NPC1 promoter act	BRCA1 expr act	RORg inh	ELG1 genotox	Menin-MLL TR inh	Rab9 prom act	p53 reactivator	FLuc counter	PKM2 activator
C[C@@H]1C(=O)O[C@@H]2[C@H](O)C34[C@@H]5OC(=O)C3(O[C@H]3OC(=O)[C@H](O)C34[C@H](C(C)(C)C)[C@H]5O)[C@@]12O (stereo partly drawn)	24	6%	0%	10%	-22%	0%	-5%	0%	0%	1%	-1%
COP(=O)(CC(=O)O)c1ccccc1 (stereo not drawn)	-12	13%	1%	9%	-4%	-1%	4%	2%	-4%	3%	-3%
CCC(=O)Nc1ccc(N2CCN(CC)CC2)c(Cl)c1	-3	2%	-3%	-21%	10%	5%	36%	0%	1%	0%	3%
CN(C)C(=O)Oc1cccc(NC(=O)c2ccccc2C(F)(F)F)c1	-16	-2%	-1%	-29%	16%	-1%	.	-2%	-3%	-2%	-5%
COc1ccc(CNCCc2c[nH]c3ccccc23)c(OC)c1OC	-19	-5%	-2%	-4%	-1%	-8%	-23%	-5%	-8%	-1%	-2%
CCCCC1C(=O)NC(=S)NC1=O	.	6%	-2%	.	-9%	0%	-4%	-1%	0%	-3%	-31%
CN(C)C(=O)Oc1ccc[n+](C)c1	7	?	3%[46.1 µM]	17%	-3%&28%	0%	13%&1%&-9%	-5%[46.1 µM]	-1%	1%	-18%
CNC(C(=O)c1ccccc1)C(OC(C)C)c1ccc(Cl)cc1 (stereo not drawn)	-13	-17%	-2%	4%	26%	-6%	-1%	-6%	5%	-1%	8%
Cc1cccc(OCCn2cccc2/C=C2/C(=O)NC(=O)N(Cc3ccco3)C2=O)c1	-7	?	1%	8%	10%	7%	.	-3%	10%	-11%	0%
NCCCCCC(=O)OC1N=C(c2ccccc2Cl)c2cc(Br)ccc2NC1=O (stereo not drawn)	-9	-18%	-4%	-23%	-3%	15%	-7%	1%	1%	6%	-3%
CCC1=Nc2cc(C(=O)N3CCC4(CC3)OCCO4)ccc2Sc2ccc(C)cc21	-17	-24%	-2%	-20%	30%	-3%	?	-2%	2%	-2%	.
O=C(NCc1cccnc1)NC1CCCCC1	9	6%	.	20%	2%	.	2%	.	.	0%	-3%
COc1ccc(/C=C2/C(=O)NC(=O)N(Cc3ccco3)C2=O)cc1	.	0%	-1%	.	8%	-2%	67%[activator]	-1%	-1%	-15%	?
O=C(N/N=C/c1c(O)n(Cc2ccco2)c(=O)[nH]c1=O)c1ccccc1	28	-6%	0%	-2%	?	3%	.	7%	6%	?	-4%
COC(=O)C1=C(c2ccc(F)cc2F)C[C@@H]2CC[C@H]1N2C(=O)NC1Cc2ccccc2C1	5	.	1%	0%	.	0%	.	1%	-1%	2%	.
CNC(=O)Oc1ccc2c(c1)C(=O)c1ccccc1CO2	-7	3%	2%	87%	0%	15%	-5%	-4%	11%	11µM*	-1%
CCCc1nnc(NC(=O)CCC(=O)N2CCC3(CC2)OCCO3)s1	13	3%	-5%	-7%	-20%	0%	.	-1%	1%	-1%	-4%
S=C(NCCc1ccccc1)NCCc1cnc[nH]1	3	-9%	18%	23%	0%	3%	-12%	24%	.	4%	-4%
C[N+](C)(C)c1ccccc1	?	1%	-4%	6%	20%	2%	1%	1%	0%	6%	-8%
O=C(NCCCn1ccnc1)C(Cl)(Cl)Cl	-20	1%	2%	-14%	-1%	-6%	3%	-10%	-3%	0%	-4%
CN1C(=O)N(C)C(=O)C2(Cc3cc(NC(=O)c4ccc(F)cc4)ccc3N3CCCC32)C1=O (stereo not drawn)	-14	1%	-3%	0%	10%	2%	.	1%	-3%	-6%	.
COc1ccc(C)cc1NC1=NCCCS1	-12	1%	-2%	8%	2%	0%	6%	0%	-4%	-1%	5%
Cn1c(=O)cc(OCC(=O)N2CCN(C3CCCCC3)CC2)c2ccccc21	-5	0%	0%	-23%	8%	?	-2%	-10%	1%	0%	-1%
CCCOP(=O)(OCCC)c1nc(-c2ccccc2)oc1NCc1ccccc1	-30	-12%	1%	-78%	?	-3%	-9%	-1%	-5%	3%	-5%
COC(=O)C1(C(=O)O)Cc2cc([N+](=O)[O-])ccc2N2CCCC21 (stereo not drawn)	0	1%	-2%	19%	8%	1%	-22%	-4%	-7%	-2%	.
(next part)
SMILES	Giardia kill	Gal4-VP16 FLuc	NPC1 promoter act	BRCA1 expr act	RORg inh	ELG1 genotox	Menin-MLL TR inh	Rab9 prom act	p53 reactivator	FLuc counter	PKM2 activator
CCc1ccc(OCC(=O)N2CCN(Cc3ccc4c(c3)OCO4)CC2)cc1	-16	25%	-4%	-19%	17%	-5%	?	-3%	6%	-20%	7%
COC(=O)C1=C(c2cccc(C#N)c2)C[C@@H]2CC[C@H]1N2C(=O)NCCOc1ccccc1	-29	.	-3%	0%	.	1%	.	3%	-7%	-2%	.
CN1CCCC(C(=O)c2ccc(-c3ccccc3)cc2)C1 (stereo not drawn)	7	-10%	13%	46%	-1%	2%	-9%	0%	11%	?	0%
COC(=O)CSC1=NP(=S)(SCC(=O)OC)N2CCCC2=C1C#N (stereo not drawn)	10	14%	0%	-15%	-37%	13%	-20%	3%	9%	3%	0%
O=[N+]([O-])c1ccc(NC2CCCC2)c2ccncc12	-28	-1%	11%	-28%	?	0%	-4%	-6%	-3%	0%	-9%
CC(=NCC1CCCO1)c1c(O)n(C)c(=O)n(C)c1=O (stereo not drawn)	10	-5%	-16%	2%	-1%	1%	-15%	12%	1%	4%	2%
CN(C)C(CNC(=O)Cc1c(Cl)cccc1Cl)c1ccccc1 (stereo not drawn)	-6	-15%	-2%	10%	11%	-3%	-2%	-1%	22%	1%	1%
Cc1nn(Cc2ccccc2)c(C)c1C(=O)NC1CCCc2ccccc21 (stereo not drawn)	35[activator]	-13%	-3%	-16%	-40%	-7%	-10%	3%	-8%	-2%	0%
N#Cc1ccc(/C=C/C(=O)O)cc1	13	-12%	-4%	8%	13%	-2%	.	-2%	2%	1%	0%
O=C(C1CCC(=O)N1Cc1ccc(F)cc1)N1CCC2(CC1)OCCO2 (stereo not drawn)	1	-12%	2%	-16%	-5%	0%	15%	9%	-9%	6%	-8%
CCCC(C)C1(CC)C(=O)NC(=Nc2ccccc2OC)NC1=O (stereo not drawn)	-15	-3%	-4%	0%	9%	?	-8%	11%	-3%	1%	5%
CCN(CC)C(=O)Oc1ccc2ccccc2c1Cl	-20	-1%	16%	?	11%	13%	1%	28%	?	17µM*	-1%
CN(C)C(=O)Oc1c(Cl)cc(Cl)c2cccnc12	-13	10%	-2%	-4%	15%	0%	-2%	-2%	-3%	1%	-25%
O=C1NC(=O)N(CCC2=CCCCC2)C(=O)/C1=C\c1cccs1	-12	?	-1%	-21%	?	?	6%	5%	12%	?	29%
CC12CN3CC(C)(CN(C1)C31CCSCC1)C2=O	9	-4%	-2%	-3%	-6%	1%	.	0%	-2%	2%	-3%
CN1CCN(c2nc3ccccn3c(=O)c2C=C2C(=O)N(C)C(=O)N(C)C2=O)CC1	13	2%	5%	-36%	-4%	-1%	-6%	2%	?	0%	-5%
CCCCn1c(O)c(/C=N/NC(=O)c2ccncc2)c(=O)[nH]c1=S	3	3%	-2%	-4%	?	0%	.	2%	-1%	?	-1%
CC(Cc1ccccc1)N1C(=O)c2ccccc2C1=O (stereo not drawn)	-7	-9%	-1%	18%	40%	2%	1%	12%	-3%	?	1%[11.5 µM]
Clc1cc(Cl)c(-c2cc(Cl)c(Cl)cc2Cl)cc1Cl	-13	9%	3%	11%	3%	3%	.	-12%	-7%	-1%	.
NNC(=O)c1nc[nH]c1C(=O)Nc1ccc(Cl)cc1C(=O)c1ccccc1	-8	-3%	-5%	-2%	23%	-2%	13%	1%	-10%	2%	0%[11.5 µM]
CC(=O)[C@@]1(O)CC[C@H]2[C@@H]3C[C@H](C)C4=CC(=O)CC[C@]4(C)[C@H]3CC[C@@]21C	3	-1%&2%	-3%	0%	11%&-12%	-1%	?	0%	-2%	-5%	-6%
CCOP(=O)(OCC)C(NCc1ccccc1)c1ccc(Br)cc1 (stereo not drawn)	-1	11%	-8%	13%	-17%	2%	?	2%	0%	8%	-4%
C[C@]12CC[C@H](O)C[C@@H]1CC[C@@H]1[C@@H]2CC[C@]2(C)[C@@H](C(=O)O)C[C@@H]12	-2	.	-1%	22%	.	-1%	.	-6%	9%	-1%	.
Cn1ccnc1P(=S)(c1nccn1C)c1nccn1C	-1	0%	0%	25%	-27%	1%	1%	-6%	4%	4%	-1%
